LAP4-GFP MLPCN = modulators of TOR pathway LAP4-GFP in S. cerevisiae; AID 2023; S. cerevisiae LAP4-GFP multiplex, flow cytometry GFP, 3 h; median GFP as percent of DMSO wells; hit rate 0.34% among 320,000; GFP response vs DMSO, % at 10 µM;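 active = GFP response vs DMSO above a set limit, about the screen mean plus 3 SD, cut at about 150% in these data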
RPL19A-GFP yeast = modulators of TOR pathway RPL19A-GFP in S. cerevisiae. S. cerevisiae RPL19A-GFP strain, flow cytometry, 3 h; active compounds read low. percent response vs DMSO, % at 10 µM. hit rate 0.3% among 330,000. AID 2025;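 active = percent response vs DMSO below 50%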;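 also: median channel GFP fluorescence of the barcoded RPL19A-GFP strain; ratio of sample median GFP to plate DMSO average so 100% = DMSO; lower means less RPL19A-GFP as with rapamycin TOR inhibition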
AGP1-GFP MLPCN = alters AGP1-GFP fluorescence in TOR pathway yeast screen. AID 2066. S. cerevisiae AGP1-GFP multiplex flow cytometry, 3 h; GFP as percent of DMSO wells. GFP response vs DMSO, % at 10 µM. hit rate 0.02% among 320,000;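 active = GFP response relative to DMSO above a set limit, near screen average plus 3 SD, cut at about 150% in these data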;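 also: median GFP channel fluorescence of the gated AGP1 strain per well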
procasp7 counter = counter-screen for procaspase-3 activators: activators of human procaspase-7; recombinant procaspase-7, Ac-DEVD-pNA absorbance 405 nm; D23A/D198A/D206A triple mutant, cannot self-cleave; scale: DMSO 0, 5 µM enzyme 100; P55210; hit rate 0.093% among 330,000; activation, % at 8.5 µM;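 active = percent activation above the screen-wide mean plus 3 SD, cut at about 25% in these data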
Target sequence (P55210 whole entry D23A/D198A/D206A): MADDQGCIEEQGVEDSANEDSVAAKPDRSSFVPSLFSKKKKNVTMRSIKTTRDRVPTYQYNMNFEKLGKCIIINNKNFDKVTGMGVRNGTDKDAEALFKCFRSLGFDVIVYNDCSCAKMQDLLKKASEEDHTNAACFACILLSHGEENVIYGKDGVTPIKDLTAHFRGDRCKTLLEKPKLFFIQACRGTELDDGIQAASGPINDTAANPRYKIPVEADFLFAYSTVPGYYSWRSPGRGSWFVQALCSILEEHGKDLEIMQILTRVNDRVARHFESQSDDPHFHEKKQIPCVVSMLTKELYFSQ
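System: Procaspase-7 triple mutant (PC-7 D3A); measure: % activation from two-timepoint absorbance difference, scaled to controls; times: 1 h compound preincubation, 2 h substrate cleavage, 25 °C; also added: Ac-DEVD-pNA substrate, 400 µM as added; measured by: Epi-absorbance of released pNA at 405 nm, two timepoints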
MEP2 TOR yeast = modulators of TOR pathway MEP2-GFP in S. cerevisiae | GFP response vs DMSO, % at 10 µM | hit rate 0.51% among 330,000 | S. cerevisiae MEP2-GFP strain, flow cytometry GFP, 3 h; 100% = DMSO control level;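 active = GFP response versus DMSO above a set limit, roughly screen mean plus 3 SD, cut at about 180% in these data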;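 also: median GFP fluorescence of the barcode-gated MEP2-GFP cells per well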
proCasp3 act = activates human procaspase-3; P42574; recombinant procaspase-3 D3A, Ac-DEVD-pNA absorbance 405 nm; activation, % at 8.5 µM; hit rate 0.11% among 330,000; AID 463141;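 active = activation above the mean of all tested compounds plus 3 SD, cut at about 21% in these data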;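 also: 0% = DMSO alone and 100% = DMSO wells spiked with extra 5 µM PC-3 D3A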
Target sequence (P42574 whole entry D9A/D28A/D175A): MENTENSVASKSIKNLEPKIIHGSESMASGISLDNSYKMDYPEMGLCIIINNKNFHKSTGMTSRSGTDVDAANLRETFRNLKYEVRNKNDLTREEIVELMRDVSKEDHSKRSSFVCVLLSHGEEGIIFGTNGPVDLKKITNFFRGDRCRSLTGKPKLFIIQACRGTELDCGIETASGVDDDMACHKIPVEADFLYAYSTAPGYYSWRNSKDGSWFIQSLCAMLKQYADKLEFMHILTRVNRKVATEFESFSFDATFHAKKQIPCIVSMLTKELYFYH
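material = Procaspase-3 D3A mutant | probe or stimulus = Ac-DEVD-pNA | compound = single dose, 8.5 µM nominal compound, 0.8% DMSO | timing = 1 h preincubation, 2 h reaction | measured by = 405 nm absorbance of p-nitroaniline, reads at 0 and 120 min | benchmarks = DMSO-only low control, 5 µM PC-3 D3A high control | repeats = singlicate, each compound tested once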
AHR act = human AHR activation; P35869; AHR-responsive luciferase reporter cells, luminescence; activation, % at 5 µM; hit rate 2.5% among 320,000; AID 2796; in the data active = activation above about 47%;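 also: 0% = vehicle wells and 100% = reference agonist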
CIT2-GFP yeast = yeast TOR pathway CIT2-GFP modulation. AID 2029. GFP response vs DMSO, % at 10 µM. S. cerevisiae CIT2-GFP strain, flow cytometry, 3 h; 100 means same as DMSO wells. hit rate 0.065% among 320,000;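 active = GFP response relative to DMSO above a set limit, near the screen mean plus 3 SD, cut at about 150% in these data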;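 also: ratio of well median GFP fluorescence to mean of DMSO wells on the plate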
Active calls of the source: *; / = no result given.

Compound,LAP4-GFP MLPCN,RPL19A-GFP yeast,AGP1-GFP MLPCN,procasp7 counter,MEP2 TOR yeast,proCasp3 act,AHR act,CIT2-GFP yeast
O=[N+]([O-])c1ccc(-c2nnc3n2CCCCC3)cc1,95.7,101.0,94.9,17.6,110.3,6.5,18.6,98.8
Nc1ccc2oc(-c3ccc4nc[nH]c4c3)nc2c1,94.3,97.6,97.2,1.2,110.2,5.8,7.1,93.3
C#CCOCCOCCOCCNc1nc(N2CCN(C(=O)[C@H](CCC(=O)O)n3cc(C(N)CO)nn3)CC2)nc(N2CCN(C(=O)[C@H](Cc3ccc(O)cc3)n3cc(C(N)[C@H](C)CC)nn3)CC2)n1 (some centres not stated),126.9,99.3,79.2,5.5,97.9,5.7,1.3,71.1
O=C(NCCSc1c[nH]c2ccccc12)c1ccco1,105.7,101.6,104.7,1.3,104.9,1.4,9.3,100.3
NC(=O)c1ccccc1NC(=S)NC(=O)CCc1ccccc1,96.7,100.4,94.8,-4.7,93.0,-0.8,14.1,86.9
CCN(C(=O)C(C)Sc1ccc(S(=O)(=O)N2CCOCC2)cn1)c1ccccc1 (configuration not stated),86.7,92.2,90.1,-12.3,94.1,-14.7,0.5,82.2
O=c1[nH]nc(SCCS(=O)(=O)c2ccc(F)cc2)n1-c1ccc2c(c1)OCCO2,104.1,95.9,97.5,-8.9,95.1,-1.2,-1.0,88.0
COc1ccc(OC)c(/C=C/C(=O)c2ccc(Cl)cc2)c1,99.1,96.1,104.6,1.0,104.5,5.1,-1.8,97.6
NC(=O)c1ccsc1NC(=O)c1ccco1,102.9,95.3,94.7,1.6,89.8,-2.9,3.4,96.8
CCOCCn1c(CN2CCN(C(=O)c3ccco3)CC2)nc2c1c(=O)n(C)c(=O)n2C,99.2,97.2,98.5,4.2,97.9,-9.8,0.4,92.0
CS(=O)(=O)c1ccc(-c2sc3ccccc3c2C#CCCO)cc1,97.1,89.3,93.4,11.3,93.2,-4.3,6.2,97.0
Cc1ccc(-c2nnc(N)s2)cc1,87.2,101.9,93.2,6.0,105.7,-4.5,7.4,97.4
COc1cc(CNC2CCCCCC2)cc(OC)c1,101.3,99.5,102.1,12.3,101.4,6.4,0.1,102.2
O=C(Cn1ccc(NC(=O)OCc2ccccc2)nc1=O)NCc1ccc2c(c1)OCO2,97.4,97.0,95.2,11.9,97.6,10.3,-1.2,96.4
CN(CC(=O)Nc1ccc(Cl)c(C(F)(F)F)c1)C(=O)C1CCC1,105.0,94.8,107.6,6.4,92.6,-7.6,-3.6,95.6
O=S(=O)(Nc1nc2cc3c(cc2nc1Cl)OCCO3)c1ccccc1,91.5,102.3,88.0,-19.2,82.8,-6.9,8.8,97.3
CC1CC(=O)C=C(O)C1C(=O)OC(C)(C)C (configuration not stated),108.9,101.8,107.6,-14.6,105.3,-8.5,2.4,106.1
Cc1nc2ccc(NC(=O)c3ccco3)cc2s1,93.3,104.9,94.3,4.7,98.4,3.7,4.4,99.1
Cc1cccc(OCCCn2c(=O)oc3ccccc32)c1,129.2,94.7,100.4,4.5,95.1,7.9,-3.0,75.7
CC(=O)Nc1nc(C)nc(-c2ccccc2OC(C)=O)n1,95.4,107.4,116.0,4.0,106.4,-7.4,5.8,115.5

2 records drawn at random from those above, as already listed:
Compound,LAP4-GFP MLPCN,RPL19A-GFP yeast,AGP1-GFP MLPCN,procasp7 counter,MEP2 TOR yeast,proCasp3 act,AHR act,CIT2-GFP yeast
CC1CC(=O)C=C(O)C1C(=O)OC(C)(C)C (configuration not stated),108.9,101.8,107.6,-14.6,105.3,-8.5,2.4,106.1
O=S(=O)(Nc1nc2cc3c(cc2nc1Cl)OCCO3)c1ccccc1,91.5,102.3,88.0,-19.2,82.8,-6.9,8.8,97.3

(next part)
Compound,LAP4-GFP MLPCN,RPL19A-GFP yeast,AGP1-GFP MLPCN,procasp7 counter,MEP2 TOR yeast,proCasp3 act,AHR act,CIT2-GFP yeast
O=C(CCl)Nc1nc(-c2ccco2)c(-c2ccco2)s1,115.5,92.5,72.7,-12.9,85.4,-10.7,36.6,74.8
CCOC(=O)c1oc2ccc(S(=O)(=O)n3nc(-c4ccccc4)cc3N)cc2c1C,100.2,99.8,100.9,5.0,104.0,2.7,2.2,100.4
O=C(c1ccc(F)cc1)N1CCC(C(=O)N2CCN(S(=O)(=O)c3cccc(F)c3)CC2)CC1,110.2,107.0,112.2,5.5,110.5,-3.4,-1.6,101.0
CN1CCN(CC(=O)Nc2cc(S(=O)(=O)N3CCOCC3)ccc2Cl)CC1,106.8,107.6,109.3,13.4,108.5,4.6,-2.4,103.6
COc1ccc(CN=C(Nc2ccccc2)SC2CC(=O)N(C)C2=O)cc1 (configuration not stated),79.5,93.8,88.0,-0.9,93.3,0.2,0.3,94.8
CCCCCOc1ccc(C(=O)NCC(=O)NCC(=O)OCC)cc1,96.2,96.3,96.2,0.1,96.8,-6.4,0.9,95.2
CC(C)Oc1ccc(Cc2cnc(=S)[nH]c2N)cc1,95.8,99.8,100.9,-9.7,104.4,-13.4,4.7,99.0
O=C(NCCCN1CCCCC1)c1ccc(CS(=O)c2ccc(Cl)cc2)o1 (configuration not stated),107.8,111.2,108.2,6.7,114.1,1.5,0.3,111.0
COc1ccc(NC(=O)CN(C)C(=O)Cn2cnc3c2c(=O)n(C)c(=O)n3C)cc1,102.1,96.5,101.0,1.9,95.0,-13.3,-3.4,96.5
CCCC(=O)NC(c1ccc(OCC)cc1)c1ccc(OC)c(OC)c1 (configuration not stated),98.3,91.3,105.4,5.8,88.7,-0.5,-0.8,93.8
CCCc1cc(=O)oc2cc(C)cc(OCC(=O)NCc3ccccn3)c12,100.1,109.7,107.3,1.7,112.9,2.8,17.3,110.9
CCC(c1nnnn1Cc1cccs1)N1CCN(c2nc3ccccc3s2)CC1 (configuration not stated),99.0,96.9,103.8,1.8,100.5,7.4,-0.5,96.3
CC(CCc1ccccc1)NCC#N (configuration not stated),97.5,95.2,96.6,6.8,94.6,7.4,-0.6,95.3
O=C(NCCc1ccccc1)c1ccccc1NC(=O)C1CCCCC1C(=O)O (configuration not stated),97.1,95.8,98.6,6.3,99.5,5.3,-3.6,94.2
CCN(c1ccc2c(c1)OCO2)S(=O)(=O)c1cc(Br)cc2c1N(C(C)=O)CC2,113.5,99.3,102.0,4.2,106.9,5.2,2.5,102.7
O=c1[nH][nH]cc1C=Nc1ccc(Cl)cc1,90.5,103.0,100.2,-9.9,106.5,-2.9,2.6,104.5
O=C(NCc1ccccc1)C(c1ccco1)N(C(=O)c1csnn1)C1CC1 (configuration not stated),88.4,96.9,95.5,-2.0,99.9,-8.6,1.0,95.9
Cc1ccc(NC(=O)CNc2ccc(N3CCOCC3)cc2)cc1S(=O)(=O)N(C)C,94.9,94.5,94.7,8.6,98.9,7.8,3.6,96.8
O=C(C1CC1)n1cc(C(=S)N2CCOCC2)c2ccccc21,102.3,102.1,/,13.2,107.4,-4.1,-1.0,111.5
O=C(NC1CCS(=O)(=O)C1)c1ccc(S(=O)(=O)N2CCCCC2)cc1 (configuration not stated),102.4,94.1,103.8,8.0,89.3,-5.2,0.0,97.0
COc1ccc(Nc2nnc(SCc3cc([N+](=O)[O-])cc4c3OCOC4)s2)cc1,117.8,103.7,110.8,-7.9,112.0,6.8,3.5,103.5
O=C1c2oc3ccc(Cl)cc3c(=O)c2C(c2ccco2)N1CCN1CCOCC1 (configuration not stated),99.1,98.1,98.7,-27.9,97.8,-2.0,4.0,100.6
Cc1ccc(NC(=O)CN2CCN(CCN=CC3=C(O)CC(c4ccc(C)cc4)CC3=O)CC2)cc1 (configuration not stated),93.1,93.1,87.8,12.9,88.1,-5.1,0.4,89.9
Cc1ccc(OCC(=O)OCc2nc3scc(-c4ccccc4)c3c(=O)[nH]2)cc1C,110.9,97.1,109.0,7.1,98.7,6.0,-0.7,101.5
CC(C)CC(=O)NC(=S)Nc1ccc(S(=O)(=O)N2CCCC2)cc1,96.6,97.0,99.4,-1.7,99.6,-2.3,-0.7,97.2
COc1ccccc1NC(=O)C1=C(C)NC(=O)NC1c1ccc(C)cc1 (configuration not stated),100.3,100.1,98.8,8.7,93.5,5.6,-0.4,94.5
CC(=O)N1CCC(=NNS(=O)(=O)c2ccc(C)c([N+](=O)[O-])c2)CC1,97.3,99.0,106.3,3.1,103.6,-4.8,0.4,97.8
O=[N+]([O-])c1cc(C=Nc2ccc3ccccc3c2)ccc1Br,104.9,104.4,80.4,-3.8,105.7,3.3,68.4*,83.4
O=[N+]([O-])c1ccc(/C=C2\CCC(C3=CCCC3)=C2N2CCOCC2)cc1,99.6,103.4,98.6,-7.3,100.3,-8.7,-3.1,88.3
CN(Cc1ccc(F)cc1)C(=O)CNC(=O)c1cccs1,95.8,90.6,97.9,9.3,94.6,0.8,1.1,91.0

AHR act: hit marks shown above.
canonical_smiles	LAP4-GFP MLPCN	RPL19A-GFP yeast	AGP1-GFP MLPCN	MEP2 TOR yeast	proCasp3 act	AHR act	CIT2-GFP yeast
O=[N+]([O-])c1cc(C=Nc2ccc3ccccc3c2)ccc1Br	104.9	104.4	80.4	105.7	3.3	68.4*	83.4

The listing continues.
Compound,LAP4-GFP MLPCN,RPL19A-GFP yeast,AGP1-GFP MLPCN,procasp7 counter,MEP2 TOR yeast,proCasp3 act,AHR act,CIT2-GFP yeast
Cn1nnnc1SCC(=O)Nc1ccc(Oc2ccccc2)cc1,104.8,96.0,100.7,9.6,114.0,-2.2,-0.3,98.8
CC(OC(=O)CSc1ccc([N+](=O)[O-])cc1)C(=O)NC1CC1 (configuration not stated),102.0,99.3,96.7,3.3,98.6,3.7,0.9,89.7
CCCCCC(=O)Nc1ccccc1N1CCOCC1,95.7,103.8,100.8,-7.0,110.2,-3.6,1.4,103.7
Cc1cccc(NC(=O)CN(C)S(=O)(=O)c2ccc3c(c2)n(C)c(=O)c(=O)n3C)c1C,96.0,99.1,101.8,-6.3,102.5,10.1,-0.2,100.5
COc1ccc(-c2cc(C(=O)Nc3cc(S(=O)(=O)N4CCOCC4)ccc3N3CCOCC3)c3ccccc3n2)cc1,102.1,102.2,104.8,3.4,100.2,-3.1,-1.9,103.8
COC(=O)c1cnn(-c2ccc(F)cc2F)c1/C=N/NC(=S)NC(C)(C)C,105.0,95.0,100.4,8.6,91.1,-1.2,-1.4,101.7
C[C@@H]1CN([C@H](C)CO)C(=O)c2cccc(NC(=O)NC3CCCCC3)c2O[C@@H]1CN(C)C(=O)Nc1ccc(C(F)(F)F)cc1,111.0,98.7,102.7,5.6,94.1,-4.0,-0.9,104.2
Cc1[nH]ccc2c1[nH]c1cc(=O)ccc12,85.9,103.9,102.1,16.5,104.8,18.4,70.8*,102.7
CN(C)CCNc1oc(-c2ccccc2F)nc1C#N,102.9,96.6,104.4,1.2,103.9,4.1,0.8,99.8
Cc1cc(C)n(-c2ccc(C(=O)OCC(=O)Nc3ccc(Cl)cc3[N+](=O)[O-])cc2)n1,104.7,106.5,103.3,0.8,107.6,7.4,3.4,105.6
COc1ccc(N2CCN(C(=O)C3CCN(S(=O)(=O)c4cccs4)CC3)CC2)cc1,107.8,97.8,105.0,6.2,99.4,-2.5,1.4,102.2
CCC(=O)c1ccc(N2CCN(C(=O)c3ccc(F)cc3)CC2)c(F)c1,119.3,101.0,107.1,-5.7,99.8,-6.1,1.1,92.2

An unsorted share of the library; any-hit rate near 3.5%.
